GPR55 activation: GPR55 agonists via beta-arrestin recruitment, primary screen, imaging, U2OS cells, beta-arrestin-GFP redistribution (AID 1961). G-protein coupled receptor 55 (Homo sapiens). U2OS GPR55 beta-arrestin-GFP redistribution imaging; higher % means a stronger effect. one-dose activation, % at 10 µM; EC50 in µM for titrated hits. 290,000 compounds, 0.048% hits;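 active = activation above 40% with more than 50 cells counted in the well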;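 also: U2OS osteosarcoma cells stably expressing GPR55 and beta-arrestin-GFP; plate controls were DMSO negative control for no effect and LPI positive control for full effect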
TNAP activators: human TNAP enzyme activators, primary screen, biochemical, luminescent, no phosphate acceptor, uHTS (AID 1001); Alkaline phosphatase, tissue-nonspecific isozyme (Homo sapiens); purified TNAP, luminescent activation assay, no phosphate acceptor; higher activation fold means a stronger effect; one-dose activation fold at 20 µM; EC50 in µM for titrated hits; 200,000 compounds, 0.03% hits; in the data active = activation fold from about 3, or a potency from the dose series; inactive = the rest, 99 in 100 with activation fold below about 1.6; also: many of its hits are not listed in these tables
NTR1 ag: agonists of NTR1, primary screen, imaging, U2OS cells, beta-arrestin-GFP, high content (AID 493036); NTR1-U2OS beta-arrestin-GFP spot imaging, agonist mode; 330,000 compounds, 0.17% hits; Neurotensin receptor type 1 (Homo sapiens), P30989; activation, % at 20 µM;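 active = activation at or above 40% of the spot to cytoplasm intensity ratio, with at least 20 cells analyzed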;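 also: 0% = DMSO without peptide and 100% = 100 nM NTR1 peptide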
Target sequence (P30989 whole entry, looked up): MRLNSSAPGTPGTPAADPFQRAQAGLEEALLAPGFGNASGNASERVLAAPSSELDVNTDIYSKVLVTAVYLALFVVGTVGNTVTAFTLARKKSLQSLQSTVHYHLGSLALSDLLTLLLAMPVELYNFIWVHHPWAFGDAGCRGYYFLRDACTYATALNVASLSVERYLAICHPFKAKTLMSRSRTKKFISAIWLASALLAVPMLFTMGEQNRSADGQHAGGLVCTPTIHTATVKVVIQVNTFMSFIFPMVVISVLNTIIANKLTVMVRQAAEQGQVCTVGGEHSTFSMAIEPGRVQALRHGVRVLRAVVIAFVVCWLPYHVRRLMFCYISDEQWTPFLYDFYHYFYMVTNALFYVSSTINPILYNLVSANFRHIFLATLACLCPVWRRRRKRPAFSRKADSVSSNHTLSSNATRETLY
NOD1 NF-kB reporter: NOD1 signaling inhibitors, primary screen, cell-based, luminescence, uHTS (AID 1578); NOD1-driven NF-kB luciferase reporter cells, luminescence; higher % means a stronger effect; one-dose inhibition, % at 4 µM; EC50 in µM for titrated hits; 290,000 compounds, 1% hits; in the data active = inhibition mostly above about 36%, no sharp cut-off; inactive = mostly below about 34%;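 also: HEK-293T reporter cells stimulated with the NOD1 agonist gamma-tri-DAP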
KOR beta-arrestin-1: KOR agonists, beta-arrestin recruitment, primary screen, cell-based, luminescence, uHTS (AID 1777); activation, % at 10 µM, or EC50 in µM where a hit was titrated; KOR beta-arrestin recruitment, luminescence; higher % means a stronger effect; 280,000 compounds, 0.02% hits; Kappa-type opioid receptor (Homo sapiens); in the data active = activation above about 50%, passing the limit was not always enough; also: a part of the inactive calls stands beside numbers as strong as those of hits
NOD2 inhibition: NOD2 signaling inhibitors, cell-based, luminescence, uHTS, HEK293 (AID 1566). HEK293 NOD2/NF-kB luciferase reporter, luminescence; higher % means a stronger effect. inhibition, % at 4 µM; hits with a dose series show EC50 in µM. 290,000 compounds, 0.63% hits; also: many of its hits are not listed in these tables
Yfh1-depleted yeast: enhancers of respiration in Yfh1-depleted yeast, dose response, Friedreich's ataxia, plus single-dose screen (AID 1465); S. cerevisiae Yfh1-off respiration, WST-1 reduction, 72 h; higher fold induction means a stronger effect; fold induction at 50 µM; hits with a dose series show EC50 in µM; 220,000 compounds, 0.074% hits;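 active = fold induction of absorbance versus untreated yeast above a set limit, then at least 30% activation at any dose in follow-up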;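 also: activators that raise dye reduction in frataxin-depleted yeast; strong numbers were not always called active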
KOR beta-arrestin-2: KOR antagonists, beta-arrestin recruitment, cell-based, luminescence, uHTS (AID 1778); KOR beta-arrestin recruitment, luminescence, antagonist mode; higher % means a stronger effect; inhibition, % at 10 µM; hits with a dose series show IC50 in µM; 290,000 compounds, 0.091% hits; Kappa-type opioid receptor (Homo sapiens); also: strong numbers were not always called active
CSM14.1 death rescue: rescue of cells from ER stress-induced death, primary screen, 384-well, CSM14.1, thapsigargin, ATP luminescence (AID 1222). CSM14.1 thapsigargin-induced death rescue, ATP luminescence; higher % means a stronger effect. cellular ATP content (survival), % at 20 µM, or EC50 in µM where a hit was titrated. 190,000 tested, under 10 active;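 active = EC50 below 50 µM in the dose-response confirmation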;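 also: death triggered by thapsigargin at about 15 µM added after 2 h compound pretreatment; cell ATP read after overnight thapsigargin exposure of roughly 18 to 22 hours; normalized against plate controls of thapsigargin alone and 5% DMSO vehicle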
NTR1 ag cell count 20 µM: recorded beside NTR1 ag, whose call it bears; cell count; measured here: cell count, cytotoxicity flag
Starred values were filed as active, the others as inactive; i = inactive; nt = not tested or not shown; [ ] = another dose, or the depositor's remark. Rule as the data show it, unless noted: active = inhibition above about 50%; inactive = the rest. Only part of the results is shown; count on the stated rates, not on these rows.

Fields: NTR1 ag cell count 20 µM, NTR1 ag, NOD1 NF-kB reporter, NOD2 inhibition, TNAP activators, Yfh1-depleted yeast, KOR beta-arrestin-2, CSM14.1 death rescue, KOR beta-arrestin-1, GPR55 activation
- O=[N+]([O-])c1ccc(Cl)c(NC2=NCCCCC2)c1
    49, -0.4, -28%, -2%, nt, nt, -64%, nt, 1.9%, -0.4%
- O=C(O)c1cc(-c2ccc(/C=C3\NC(=O)N(c4ccccc4)C3=O)o2)ccc1Cl
    63, -0.2, -8%, -14%, nt, i, 0%, nt, nt, 0.0%
- CCn1c(CNc2cccc(C(F)(F)F)c2)n[nH]c1=S
    86, -1.7, -17%, 4%, 1, i, 4%[20 µM], -1.0%, -0.7%, 0.0%
- O=C(OCc1nc2ccccc2s1)c1cccc(S(=O)(=O)N2CCOCC2)c1
    31, 2.4, -74%, -38%, 1, i, 10%, -0.2%, 2.4%, -0.2%
- COc1ccc(CSc2ncnc3sccc23)cc1F
    57, 7.5, -30%, -3%, 1.2, i, -10%, 1.4%, -3.5%, 0.8%
- CCOC(=O)CON1C(=O)C(=O)N(OCC(=O)OCC)C2CCCCC21 (configuration not stated)
    39, 0.1, -26%, 11%, 1.1, i, -1%[20 µM], 0.2%, 7.9%, -0.1%
- Cc1ccc(C(=O)N/C(=C\c2cccc([N+](=O)[O-])c2)C(=O)NCc2ccncc2)cc1
    74, -0.4, -19%, 8%, 1, i, 42%, -0.2%, 6.8%, 0.2%
- CN(CC(=O)Nc1ccccc1Br)C(=O)C1CCN(C(=O)c2ccc(Cl)cc2)CC1
    55, 0.4, -31%, 2%, nt, nt, -28%, nt, 6.9%, 0.2%
- Cc1ccc(NC(=O)CSc2nnc(CNC(=O)c3ccccc3F)o2)cc1Cl
    61, -1.1, -5%, 8%, nt, nt, -23%, nt, 4.9%, 0.0%
- CCOC(=O)N1CCN(S(=O)(=O)c2ccc(C(=O)Nc3nnc(C)o3)cc2)CC1
    54, 2.0, -4%, 7%, 1, i, 30%, -2.6%, 5.6%, -0.4%
- O=S(=O)(NCCc1csc(-c2ccccc2)n1)c1cccnc1
    68, 1.1, -10%, 2%, nt, i, -3%, nt, 0.6%, -0.1%
- COc1ccc(CN(CC(=O)NCC2CCCO2)C(=O)CCC(=O)Nc2cc(C)ccn2)cc1 (configuration not stated)
    nt, nt, -18%, 8%, 1.2, i, -6%, -0.5%, 33%, 0.6%
- CC(CC(=O)O)n1nnc2ccccc21 (configuration not stated)
    50, -1.4, -2%, 19%, nt, i, 5%, nt, 1.2%, -0.3%
- Cc1ccc(-c2cc(C(F)(F)F)n3nc(C(=O)Nc4c(C)n(C)n(-c5ccccc5)c4=O)cc3n2)cc1
    97, -1.9, 19%, 7%, 1, i, 22%, 1.5%, -2.4%, -0.1%
- CCOC(=O)N/N=C(\C)c1ccc(Br)cc1
    49, -0.8, -31%, -11%, 1.1, i, 18%, -0.1%, -0.7%, -0.1%
- O=C(NNC(=O)c1cccs1)c1cccnc1
    44, -0.9, -39%, 5%, nt, nt, -14%, nt, -2.6%, 1.0%
- CCn1c2ccccc2c2cc(CN3CCN(Cc4cc(OC)ccc4O)CC3)ccc21
    83, 3.8, -47%, 8%, 1.1, i, -32%, 0.6%, -0.3%, -0.6%
- O=C(Nc1ccc(N2CCN(C(=O)c3ccco3)CC2)cc1)c1cccc(F)c1
    86, -0.4, -2%, 4%, 1.1, i, 3%, -0.1%, -1.6%, -0.2%
- CC(C)c1csc(CN2CCCC(CNC(=O)c3cccc4ccccc34)C2)n1 (configuration not stated)
    65, 0.4, -4%, 13%, nt, nt, -23%, nt, 1.6%, -0.1%
- COc1ccc(CCNC(=O)c2ccc(-c3ccc([N+](=O)[O-])cc3Cl)o2)cc1OC
    63, 10, 96%*, 25%, 1.1, i, 32%, 4.1%, 0.0%, -0.3%
- O=C(COc1ccc(Br)cc1)Nc1ccc(S(=O)(=O)Nc2ccccn2)cc1
    80, 1.4, 19%, 17%, nt, nt, 9%, nt, 1.0%, 0.5%
- O=C(Cn1nc(-c2ccccc2)c2ccccc2c1=O)Nc1ccc2c(c1)nc1n2CCOC1
    82, 2.0, -6%, 6%, 1.1, i, 16%, -1.5%, -3.3%, -0.2%
- Cc1c(OCC(=O)NCCCn2ccnc2)ccc2c3c(c(=O)oc12)CCCC3
    50, -0.5, -23%, 19%, nt, nt, -10%, nt, 1.1%, -0.1%
- CSCCC(NS(=O)(=O)c1ccc(C)cc1)C(=O)NC1CCCCC1 (configuration not stated)
    60, 0.1, -22%, -10%, 1.1, i, -35%, -0.1%, -4.6%, 0.0%
- CCc1ccc(N(CC(=O)Nc2ccccc2C(=O)N2CCOCC2)S(C)(=O)=O)cc1
    47, -0.2, -15%, 7%, 1.1, i, 18%, -1.7%, 8.8%, 0.3%
- CC1CCCCC1NC1=NCCS1 (configuration not stated)
    83, -1.7, -8%, 6%, 1.2, i, -6%, -1.3%, 3.2%, -0.1%
- CCN(CC)C(=O)CSc1nc2ccccc2c(=O)n1-c1ccccc1OC
    47, 1.6, -25%, 16%, 1.1, i, 16%, -1.8%, -4.1%, 0.2%
- CC(C)CN1CCC(=O)N(CCSc2ccccc2)CC1
    55, 0.3, -23%, -45%, nt, nt, -29%[20 µM], nt, 1.6%, 0.0%
- Cc1cc(NC(=O)CSc2nc3c(C)ccc(C)c3cc2C#N)no1
    51, 1.5, -22%, 1%, nt, nt, -45%, nt, -5.6%, -0.2%
- COc1ccc(S(=O)(=O)NCC2CCCO2)cc1NC(=O)c1ccccc1 (configuration not stated)
    51, 0.4, -6%, 7%, nt, nt, 20%, nt, -4.9%, 0.0%

An excerpt of these results, with bars between the fields.
canonical_smiles | NTR1 ag cell count 20 µM | NTR1 ag | NOD1 NF-kB reporter | NOD2 inhibition | TNAP activators | Yfh1-depleted yeast | KOR beta-arrestin-2 | CSM14.1 death rescue | KOR beta-arrestin-1 | GPR55 activation
O=C(COc1ccc(Br)cc1)Nc1ccc(S(=O)(=O)Nc2ccccn2)cc1 | 80 | 1.4 | 19% | 17% | nt | nt | 9% | nt | 1.0% | 0.5%
O=C(Cn1nc(-c2ccccc2)c2ccccc2c1=O)Nc1ccc2c(c1)nc1n2CCOC1 | 82 | 2.0 | -6% | 6% | 1.1 | i | 16% | -1.5% | -3.3% | -0.2%
Cc1c(OCC(=O)NCCCn2ccnc2)ccc2c3c(c(=O)oc12)CCCC3 | 50 | -0.5 | -23% | 19% | nt | nt | -10% | nt | 1.1% | -0.1%
CSCCC(NS(=O)(=O)c1ccc(C)cc1)C(=O)NC1CCCCC1 (configuration not stated) | 60 | 0.1 | -22% | -10% | 1.1 | i | -35% | -0.1% | -4.6% | 0.0%
CCc1ccc(N(CC(=O)Nc2ccccc2C(=O)N2CCOCC2)S(C)(=O)=O)cc1 | 47 | -0.2 | -15% | 7% | 1.1 | i | 18% | -1.7% | 8.8% | 0.3%
CC1CCCCC1NC1=NCCS1 (configuration not stated) | 83 | -1.7 | -8% | 6% | 1.2 | i | -6% | -1.3% | 3.2% | -0.1%

The listing continues.
Fields: NTR1 ag cell count 20 µM, NTR1 ag, NOD1 NF-kB reporter, NOD2 inhibition, TNAP activators, Yfh1-depleted yeast, KOR beta-arrestin-2, CSM14.1 death rescue, KOR beta-arrestin-1, GPR55 activation
- COc1ccc(OC)c(NC(=O)CSc2nnc(CNc3ccc(F)cc3)o2)c1
    85, 0.2, -4%, 3%, 1.1, i, -10%, -0.3%, -3.4%, -0.3%
- O=C1/C(=C/c2ccccc2O)SC(=S)N1Cc1cccnc1
    78, 4.5, -5%, 6%, 1, i, -15%, -2.7%, 2.0%, -0.4%
- CCC(=NC(CC)CO)C1=C(O)CC(C)(C)CC1=O (configuration not stated)
    43, 1.4, -16%, 14%, 1.1, i, 2%, -0.5%, -6.4%, 0.6%
- COCCCn1c(SCC(=O)Nc2ccccc2)nnc1-c1ccncc1
    76, -2.2, -38%, 8%, 1.1, i, 26%, 2.5%, -3.7%, 0.1%
- COc1cc(C(=O)NCC(=O)OCc2cc(=O)oc3c(C)c(C)ccc23)cc(OC)c1OC
    40, -0.1, -25%, 2%, 1.1, i, 1%, -5.0%, -5.3%, 0.0%
- CCN(CC)CCN(C(=O)c1cc2ccccc2cc1OC)c1nc2ccc(OC)cc2s1
    49, -0.6, 25%, 11%, nt, nt, -28%, nt, -1.9%, 0.2%
- CCc1ccc(N(CC(=O)NC(C)(C)C)C(=O)CCC(=O)Nc2ccccn2)cc1
    73, -0.3, -20%, 7%, nt, nt, 0%[20 µM], nt, -2.2%, -0.1%
- Cc1ccc(OC(=O)CN2C(=O)c3ccccc3C2=O)cc1C
    90, -0.4, -16%, 15%, nt, nt, 13%, nt, -1.2%, -0.1%
- COc1ccc(N(C)C(=O)c2cc3c(Cl)nc4ccccc4c3s2)cc1
    38, 14, 21%, 16%, 1, i, 0%, 3.1%, 1.6%, -0.2%
- C/C(=N/NC(=O)C(C)n1nc(C)c([N+](=O)[O-])c1C)c1ccc(OCC(N)=O)cc1 (configuration not stated)
    41, 1.9, -6%, -3%, nt, i, 0%, nt, -4.0%, -0.1%
- COc1ccccc1NC(=O)c1ccc(SCC(=O)NCc2ccccc2Cl)c([N+](=O)[O-])c1
    64, -1.1, -16%, -12%, 1.1, i, -9%, -1.7%, -0.9%, 0.2%
- COc1ccc(N(C(=O)Cn2nnc3ccccc32)C(C(=O)NCc2ccco2)c2ccc(C)o2)cc1 (configuration not stated)
    57, -0.1, -36%, 6%, 0.9, i, 6%, -0.7%, -4.4%, -0.1%
- Cc1noc(C(=O)Nc2cccnc2Cl)c1Cl
    48, -0.5, -1%, 6%, nt, nt, 6%, nt, -2.4%, -0.2%
- CCc1ccc(C(C(=O)NC2CCCC2)N(Cc2cccnc2)C(=O)c2csnn2)cc1 (configuration not stated)
    36, 0.6, -39%, -4%, nt, nt, -33%, nt, 1.2%, 0.4%
- CC(=O)c1cccc(NC(=O)c2ccc(Br)o2)c1
    67, 0.5, -11%, -1%, 1.1, i, -4%, -2.7%, 2.4%, 0.0%
- O=C(NCCc1ccc(Cl)cc1)c1ccc(CS(=O)Cc2ccccc2Cl)o1 (configuration not stated)
    56, 2.0, -5%, 28%, nt, nt, -16%, nt, -3.2%, -0.1%
